Source: PubChem (Sanford-Burnham Center for Chemical Genomics)
Gli-Sufu antag – Gli-Sufu pathway antagonists, primary screen, luciferase luminescence, Sufu-KO-LIGHT cells, uHTS; Sufu-KO-LIGHT fibroblasts, Gli luciferase reporter luminescence; actives 0.74% (n = 340,000); inhibition, % at 5 µM;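 active means inhibition above about 55%, limit read from the data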;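 further: 0% = DMSO-treated cells and 100% = wells with medium but no cells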
UBC13 inh – UBC13 polyubiquitin chain formation inhibitors, primary screen, biochemical, TR-FRET, uHTS; Ubiquitin-conjugating enzyme E2 N (Homo sapiens), P61088; inhibition, % at 20 µM; actives 0.47% (n = 330,000); in the data active means inhibition above about 45%, passing the limit was not always enough
Target sequence (P61088 whole entry, looked up): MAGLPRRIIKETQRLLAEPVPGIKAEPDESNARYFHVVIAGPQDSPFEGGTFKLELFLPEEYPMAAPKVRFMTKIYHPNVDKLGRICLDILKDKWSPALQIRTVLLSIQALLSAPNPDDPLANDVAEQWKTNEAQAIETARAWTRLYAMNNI
697 NFkB inh – inhibitors of PMA/ionomycin-induced NF-kB reporter, 697 cells, primary screen, B-cell NF-kB inhibitor project, cell-based, luminescence, uHTS | actives 0.33% (n = 330,000) | AID 435022, 2010 | inhibition, % at 4 µM | 697 B-cell NF-kB luciferase reporter, 16 h; in the data active means inhibition above about 35%
Apaf1 inhib – inhibitors of human Apaf-1 apoptosome, primary screen, biochemical, DEVD-Rh110 fluorescence, uHTS; Apoptotic protease-activating factor 1 (Homo sapiens), O14727; reconstituted apoptosome caspase-3 activity; inhibition, % at 20 µM; actives 0.71% (n = 330,000); AID 489030, 2010; active means inhibition of at least 40% at 20 µM;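 further: plate controls were DMSO wells for no effect and DEVD-CHO caspase inhibitor wells for full effect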
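Material: reconstituted apoptosome with Apaf-1, cytochrome c, caspase-9, procaspase-3, dATP; medium: pH 7.5 Hepes buffer with CHAPS, BSA, DTT; also added: cytochrome c and DEVD-Rh110 substrate; timing: 30 min plus 50 min, RT; signal: Rh110 fluorescence intensity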
SENP8 block – SENP8 protease inhibitors, primary screen, biochemical, luminescence | Sentrin-specific protease 8 (Homo sapiens), Q96LD8 | purified SENP8, Z-RLRGG-aminoluciferin cleavage | inhibition, % at 10 µM | actives 1.2% (n = 330,000)
Target sequence (Q96LD8 whole entry, looked up): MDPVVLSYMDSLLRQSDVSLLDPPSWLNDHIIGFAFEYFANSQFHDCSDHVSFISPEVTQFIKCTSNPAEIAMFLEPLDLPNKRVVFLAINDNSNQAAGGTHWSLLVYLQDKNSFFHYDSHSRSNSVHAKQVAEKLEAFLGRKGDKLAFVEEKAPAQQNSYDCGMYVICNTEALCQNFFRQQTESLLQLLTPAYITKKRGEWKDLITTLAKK
SENP7 block – SENP7 protease inhibitors, primary screen, biochemical, luminescence, uHTS | Sentrin-specific protease 7 (Homo sapiens), Q9BQF6 | AID 434973, 2010 | actives 1.5% (n = 330,000) | inhibition, % at 5 µM | recombinant SENP7, Z-RLRGG-aminoluciferin luminescence, 40 min;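 active means inhibition above about 50% at the single test dose, limit read from the data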;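 further: plate controls were DMSO with enzyme for no effect and no enzyme buffer wells for full effect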
Target sequence (Q9BQF6 706-1050 limits assumed): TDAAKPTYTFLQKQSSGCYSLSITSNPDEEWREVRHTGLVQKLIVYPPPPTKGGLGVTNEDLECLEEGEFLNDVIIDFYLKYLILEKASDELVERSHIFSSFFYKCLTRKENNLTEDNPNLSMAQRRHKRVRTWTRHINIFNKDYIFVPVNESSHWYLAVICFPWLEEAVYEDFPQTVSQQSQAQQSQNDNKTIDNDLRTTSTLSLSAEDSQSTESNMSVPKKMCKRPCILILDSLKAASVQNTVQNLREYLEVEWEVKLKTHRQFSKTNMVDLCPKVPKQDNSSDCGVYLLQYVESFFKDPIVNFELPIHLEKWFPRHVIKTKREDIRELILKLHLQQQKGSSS
HKDC1 inh – HKDC1 hexokinase inhibitors, primary screen, biochemical, fluorescence, uHTS | Q2TB90 | recombinant HKDC1, G6PDH/diaphorase resazurin coupled fluorescence | inhibition, % at 20 µM | actives 0.16% (n = 340,000) | AID 493160, 2011;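 active means inhibition above about 35% when tested at 20 µM, limit read from the data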;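 further: plate controls were DMSO wells with enzyme for no effect and DMSO wells lacking enzyme for full effect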
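Assay system: recombinant HKDC1 hexokinase; detection: coupled resazurin fluorescence, excitation 525 nm, emission 613 nm; benchmarks: DMSO-plus-enzyme-mix negative control, buffer-substituted positive control; compound dosing: single 20 µM dose; schedule: 90 min at room temperature in dark; also added: glucose plus 1 mM ATP as hexokinase substrates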
Jurkat NFkB inh – inhibitors of induced NF-kB luciferase reporter, primary screen, TCR NF-kB activation inhibitor project, cell-based, luminescence, uHTS; AID 435003, 2010; Jurkat, PMA/ionomycin-induced NF-kB luciferase reporter; inhibition, % at 4 µM; actives 0.53% (n = 330,000)
* = called active by the depositor. Unless noted, no stated cut-off is given here; in the data, active means inhibition above about 50%; inactive means the rest.

Field names – A = Gli-Sufu antag; B = UBC13 inh; C = 697 NFkB inh; D = Apaf1 inhib; E = SENP8 block; F = SENP7 block; G = HKDC1 inh; H = Jurkat NFkB inh
O=S(=O)(c1ccc(N2CCCC2)nc1)N1CCOCC1
  A: 1	B: -4	C: 4	D: -18	E: 0	F: -1	G: -5	H: 3

CCCCOCCCNC(=O)c1cccc(OC)c1
  A: -18	B: 7	C: -6	D: 0	E: -9	F: -3	G: -7	H: 11

COc1ccc(C(=O)OCC(=O)c2ccc(S(=O)(=O)N3CCCCC3)cc2)c(OC)c1
  A: -1	B: -6	C: -6	D: 13	E: 14	F: -2	G: 1	H: 3

CCCCCN(C(=O)CCC(=O)OCc1cccc(C(F)(F)F)c1)c1c(N)n(CCCC)c(=O)[nH]c1=O
  A: 8	B: 2	C: -11	D: -1	E: -3	F: -4	G: -6	H: -3

O=C(COC(=O)c1ccc(Cl)c(S(=O)(=O)N2CCCCC2)c1)NCCc1ccccc1
  A: -3	B: -4	C: -4	D: 10	E: -11	F: -3	G: 2	H: 0

COC(=O)c1c(Cc2ccccc2Cl)c[nH]c1C
  A: 1	B: -15	C: -10	D: 14	E: -9	F: -5	G: 3	H: -2

CCC(CC)C(=O)N1N=C(c2ccc(NS(C)(=O)=O)cc2)CC1c1ccc(C)cc1 (configuration not stated)
  A: 0	B: 31	C: 23	D: 6	E: -7	F: 10	G: -1	H: 9

CCOC(=O)c1sc2nc(Cc3ccc(Cl)cc3)[nH]c(=S)c2c1C
  A: 1	B: -1	C: 4	D: 4	E: 1	F: 2	G: 1	H: -9

Cc1nn(-c2ccccc2)c2c1C(c1cccnc1)N1C=C(S(=O)(=O)N3CCCCC3)C=CC1=N2 (configuration not stated)
  A: 3	B: 2	C: 0	D: 2	E: -7	F: -2	G: -1	H: -3

CN(CCCC1CCCC1)C(=O)CC1C(=O)NCCN1Cc1cccc(F)c1F (configuration not stated)
  A: 9	B: -2	C: -9	D: 11	E: -10	F: 12	G: 2	H: -13

O=C(O/N=C1\CCCc2ccccc21)C1CC1
  A: -5	B: -2	C: 6	D: -29	E: 0	F: 2	G: 0	H: 6

Cc1ccc(N(C(=O)C(F)(F)F)C(C(=O)NC2CCCCC2)c2cccs2)cc1C (configuration not stated)
  A: -7	B: -12	C: 7	D: -2	E: -2	F: -4	G: 1	H: -5

CCCCOc1ccc(/C=C/C(=O)OCC(=O)N2CC(=O)Nc3ccccc32)cc1OCC
  A: 9	B: -5	C: -29	D: 36	E: -11	F: -12	G: -2	H: 9

COCc1cc(C)nc(OC)c1C(N)=O
  A: 3	B: 8	C: 5	D: -5	E: 0	F: -3	G: -5	H: -8

CC(C)CNC(=S)NNC(=O)c1csc2c1CCCC2
  A: -3	B: -7	C: -40	D: 6	E: 11	F: 50*	G: -3	H: -20

Cc1csc(SCC(=O)Nc2oc(C)c3c(C)n[nH]c(=O)c23)n1
  A: -12	B: -1	C: 12	D: 0	E: -2	F: -3	G: -2	H: 6

CCSC1=NCCN1C(=O)Cc1ccc(-c2ccccc2)cc1
  A: -8	B: 23	C: -8	D: 6	E: 6	F: 2	G: -1	H: 12

CC1=C(C#N)C(=O)OC(C)(C)C1
  A: 25	B: 1	C: 3	D: -4	E: 2	F: 12	G: 0	H: -15

Cc1nc2c(-c3ccccc3)c(C)[nH]n2c(=O)c1Cc1ccccc1
  A: -3	B: 8	C: 3	D: 6	E: -9	F: -11	G: -9	H: -12

O=C(Nc1cnn(C23CC4CC(CC(C4)C2)C3)c1)c1cnn2cccnc12
  A: -69	B: 2	C: -160	D: 2	E: -2	F: 6	G: 5	H: -97

CCCCn1c(N)c(N(CC(C)C)C(=O)c2cc(Cl)nc3ccccc23)c(=O)[nH]c1=O
  A: 2	B: 2	C: 5	D: -2	E: 9	F: -9	G: -6	H: 14

CCc1ccccc1NC(=O)NCc1cccnc1
  A: 1	B: 2	C: 15	D: 9	E: 9	F: 4	G: -5	H: 5

C=CCN(C(=O)CCC(=O)Nc1cc(C)on1)C(C(=O)NC1CCCC1)c1ccc(OC)c(OC)c1 (configuration not stated)
  A: 21	B: 3	C: 7	D: 10	E: -2	F: 2	G: -6	H: -13

CCc1ccc(S(=O)(=O)Nc2cc3c(cc2N2CCCCC2)n(C)c(=O)c(=O)n3C)cc1
  A: 13	B: -14	C: -22	D: 29	E: 10	F: 7	G: 12	H: 12

NNC(=O)c1nn(-c2ccc(Cl)cc2)cc1O
  A: -5	B: 5	C: -21	D: -1	E: -9	F: -1	G: -10	H: -3

One compound at a time, as listed above.
Record of `CCSC1=NCCN1C(=O)Cc1ccc(-c2ccccc2)cc1` = Gli-Sufu antag = -8; UBC13 inh = 23; 697 NFkB inh = -8; Apaf1 inhib = 6; SENP8 block = 6; SENP7 block = 2; HKDC1 inh = -1; Jurkat NFkB inh = 12
Record of `CN(CCCC1CCCC1)C(=O)CC1C(=O)NCCN1Cc1cccc(F)c1F` (configuration not stated) = Gli-Sufu antag = 9; UBC13 inh = -2; 697 NFkB inh = -9; Apaf1 inhib = 11; SENP8 block = -10; SENP7 block = 12; HKDC1 inh = 2; Jurkat NFkB inh = -13
Record of `CC1=C(C#N)C(=O)OC(C)(C)C1` = Gli-Sufu antag = 25; UBC13 inh = 1; 697 NFkB inh = 3; Apaf1 inhib = -4; SENP8 block = 2; SENP7 block = 12; HKDC1 inh = 0; Jurkat NFkB inh = -15

New compounds follow.
Field names – A = Gli-Sufu antag; B = UBC13 inh; C = 697 NFkB inh; D = Apaf1 inhib; E = SENP8 block; F = SENP7 block; G = HKDC1 inh; H = Jurkat NFkB inh
O=C(CN1CCN(Cc2ccc(Cl)cc2)CC1)N/N=C/c1cccc(F)c1
  A: 4	B: 14	C: -19	D: -2	E: -11	F: 11	G: -1	H: -5

CCc1cc(-c2n[nH]c(C)c2Oc2ccc(C(C)C)cc2)c(O)cc1O
  A: -1	B: 19	C: -10	D: 15	E: 5	F: 7	G: 2	H: -1

Cc1c(O)c2cccnc2[nH]c1=O
  A: -4	B: -3	C: 6	D: 11	E: -10	F: -1	G: -1	H: 5

CCCCNC(=O)C1CC(=O)N(CCc2ccccc2)C1 (configuration not stated)
  A: 4	B: -4	C: 10	D: -2	E: 2	F: -3	G: -8	H: -2

CCc1ccccc1NC(=O)C1=CC(c2ccc(OC)c(OC)c2)=NS(=O)(=O)N1C
  A: 5	B: 0	C: 10	D: 6	E: 7	F: 4	G: -7	H: 14

O=C1NC[C@H](c2ccccc2)OC(=O)[C@@H](Cc2ccc(F)cc2)C/C=C\C[C@H]1CC(=O)N(CCO)Cc1ccccc1
  A: 20	B: 12	C: 40*	D: 32	E: -3	F: 5	G: 6	H: 31

COc1ccc(C2/C=C\CN(S(=O)(=O)c3ccc4ccccc4c3)CC(=O)N2Cc2ccc(F)cc2)cc1 (configuration not stated)
  A: -3	B: -3	C: 9	D: 4	E: 0	F: 1	G: 5	H: 0

Cc1sc2nc(SCC(=O)NCCCO)n(-c3ccccc3)c(=O)c2c1C
  A: 3	B: -7	C: 5	D: 4	E: 0	F: 0	G: -1	H: -5

COc1ccc(NC(=O)CNC(=O)c2nn(-c3ccc(OC)cc3OC)c(=O)c3ccccc23)c(OC)c1
  A: 8	B: 0	C: 15	D: 18	E: 1	F: -4	G: 1	H: 9

CCOC(=O)C1CCN(Cc2ccc(O)c3ncccc23)CC1
  A: 29	B: -2	C: -16	D: 1	E: -1	F: 5	G: -7	H: 4

Cc1ccc(NC(=O)C(C)Sc2nnc(C3CC3)n2C2CC2)cc1S(=O)(=O)N1CCOCC1 (configuration not stated)
  A: 4	B: -4	C: 6	D: 3	E: 9	F: -2	G: -4	H: 6

O=C(COC(=O)C1=COCCO1)Nc1ccccc1OC(F)F
  A: 3	B: 7	C: 12	D: -20	E: 6	F: -3	G: -5	H: 4

CC(=O)CSc1nc(C(F)(F)F)cc(=O)n1-c1ccccc1
  A: -5	B: -4	C: 20	D: -5	E: 2	F: 4	G: -13	H: -7

COc1ccccc1C(=O)N1CCCC1(C#N)c1ccccc1 (configuration not stated)
  A: -16	B: 6	C: 21	D: 2	E: 3	F: 10	G: -1	H: -3

COC(=O)c1cc(C(=O)OC)n(Cc2ccc(F)cc2)c1C
  A: -8	B: -9	C: -14	D: 14	E: -11	F: -7	G: -1	H: -8

O=C(COc1ccc(S(=O)(=O)N2CCOCC2)cc1Cl)NCCCn1ccnc1
  A: -5	B: 3	C: 5	D: -3	E: 1	F: 0	G: -3	H: 2

COc1ccc(C(=O)/C=C2/Sc3cc4c(cc3N2C)OCO4)cc1
  A: 18	B: 0	C: -6	D: -4	E: 5	F: -1	G: 3	H: -31

COc1ccc2cc(-c3[nH]ncc3CN3C[C@@H]4CCC[C@H]3C4)ccc2c1
  A: 10	B: 2	C: -14	D: 16	E: 1	F: 7	G: -5	H: -28

CCOC(=O)c1c(C)c(C(=O)NCCN2CCOCC2)c(C)n1C
  A: 0	B: -4	C: 7	D: -4	E: -9	F: -10	G: -6	H: -8

Cc1cc(NS(=O)(=O)c2ccc(NC(=S)NC(=O)c3ccccc3)cc2)no1
  A: 5	B: -2	C: -1	D: -9	E: 7	F: 6	G: -8	H: 1

CCC(=O)Nc1nc2ccccc2n1CCN1CCOCC1
  A: 21	B: -2	C: 14	D: 13	E: -6	F: 1	G: -2	H: 4

O=C1C2C3C=CC(C3)C2C(=O)N1c1cccc(N2C(=O)C3C4C=CC(C4)C3C2=O)n1 (configuration not stated)
  A: 3	B: 13	C: 17	D: -23	E: -2	F: 0	G: -11	H: -2

COc1ccc(CCC(=O)N2CCN(c3ccc(OC)cc3)CC2)cc1
  A: 7	B: 3	C: 0	D: 8	E: -3	F: 8	G: 2	H: 5

C=CCN(C(=O)COC(=O)c1cc[n+]([O-])cc1)c1nc(-c2ccccc2)cs1
  A: -15	B: 4	C: -25	D: 8	E: 2	F: 1	G: 3	H: -2

Cc1nn(-c2ccccc2)c(C)c1C(=O)OC(C)C(=O)Nc1ccc(C(N)=O)cc1 (configuration not stated)
  A: -4	B: 9	C: 13	D: -4	E: 2	F: 8	G: 8	H: 17

Field names – A = Gli-Sufu antag; B = UBC13 inh; C = 697 NFkB inh; D = Apaf1 inhib; E = SENP8 block; F = SENP7 block; G = HKDC1 inh; H = Jurkat NFkB inh
Cc1cc(NC(=O)CN2C(=O)[C@@H]3[C@H](C2=O)[C@@H]2C[C@H]3C(Br)C2Br)no1 (some centres not stated)
  A: -6	B: 4	C: 10	D: -10	E: -8	F: 1	G: -5	H: 20

CN(CC(=O)Nn1cnnc1)S(=O)(=O)c1ccccc1
  A: 1	B: -4	C: 20	D: -5	E: -10	F: -12	G: -15	H: -4

Cc1cccc(C(=O)Oc2ccc(/C=N/NC(=O)c3ccncc3)cc2)c1
  A: -1	B: -4	C: 3	D: 11	E: -6	F: -6	G: -4	H: -2

COCC(=O)Nc1sc2c(c1C(=O)OC)CCC(C)C2 (configuration not stated)
  A: 10	B: 8	C: 0	D: 7	E: 7	F: 4	G: 5	H: 5

COC(=O)c1cc(-c2ccc(Cl)cc2)n[nH]1
  A: -10	B: 6	C: -5	D: 5	E: -4	F: 18	G: -4	H: -3

Cc1ccc(C(=O)/C=C/c2ccc3ncccc3c2)cc1
  A: -6	B: 1	C: -34	D: 8	E: -17	F: -12	G: 14	H: 1

O=c1cc(CN2CCCCC2)nc(C2CC2)[nH]1
  A: -4	B: 2	C: 21	D: -9	E: 3	F: -1	G: -8	H: -13

COc1ccc(CCNC(=S)N(C)C)cc1OC
  A: 4	B: 2	C: -4	D: -2	E: -4	F: -8	G: -4	H: 0

CC(NC(=O)CSc1nc2ccccc2n1CCC#N)c1ccc(F)cc1 (configuration not stated)
  A: 2	B: 5	C: 1	D: 0	E: -3	F: 0	G: -4	H: -3
